Large T inhibition – TAg ATPase/helicase activity blockers – biochemical (AID 1903). SV40 large T antigen ATPase/helicase inhibition assay; higher % means a stronger effect. inhibition, % at 20 µM; hits with a dose series show IC50 in µM. 310,000 tested, 0.39% active; in the data active = a potency from the dose series; inconclusive = inhibition mostly from about 32% at the one dose, without a potency; inactive = the rest, 99 in 100 with inhibition below about 32%; note: strong numbers were not always called active
PhoP inhibition – inhibitors of PhoP regulon expression, primary screen, Salmonella Typhimurium, GFP reporter (AID 1863); one-dose inhibition, % at 50 µM; IC50 in µM for titrated hits; 300,000 tested, 0.16% active; S. Typhimurium PhoP-regulated promoter GFP reporter, 4 h; higher % means a stronger effect;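 active = inhibition over 29.93%, a cutoff 3 SD above the screen mean, later confirmed by dose response; inconclusive = inhibition over 29.93% but no dose response follow-up; inactive = inhibition at most 29.93% or unconfirmed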;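 note: 0% = low Mg2+ inducing control and 100% = high Mg2+ repressing control; strong numbers were not always called active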
NTR1 ag – NTR1-driven beta-arrestin-GFP spot formation – imaging, U2OS cells, high content, primary screen (AID 493036); agonist mode; activation, % at 20 µM; 330,000 tested, 0.17% active;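 active = activation at or above 40% of the spot to cytoplasm intensity ratio, with at least 20 cells analyzed; inconclusive = wells under 20 cells, flagged as cytotoxic or low count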;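 note: 0% = DMSO without peptide and 100% = 100 nM NTR1 peptide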
Target sequence (P30989 whole entry, looked up): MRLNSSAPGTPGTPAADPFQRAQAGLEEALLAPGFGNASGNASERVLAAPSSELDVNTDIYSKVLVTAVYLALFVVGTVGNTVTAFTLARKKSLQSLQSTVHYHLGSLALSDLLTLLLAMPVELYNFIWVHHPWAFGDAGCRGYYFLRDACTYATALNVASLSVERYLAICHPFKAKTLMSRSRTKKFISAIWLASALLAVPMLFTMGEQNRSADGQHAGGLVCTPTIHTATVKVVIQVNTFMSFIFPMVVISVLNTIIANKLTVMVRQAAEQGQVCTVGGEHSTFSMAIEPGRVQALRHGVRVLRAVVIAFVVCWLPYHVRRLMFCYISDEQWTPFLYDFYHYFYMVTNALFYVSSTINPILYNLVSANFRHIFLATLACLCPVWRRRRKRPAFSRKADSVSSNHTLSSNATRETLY
West Nile antiviral – West Nile virus antiviral activity, cell-based, CPE readout (AID 1621). 290,000 tested, 0.02% active. CPE inhibition, % at 10 µM, or IC50 in µM where a hit was titrated. West Nile virus-infected cells, CPE inhibition; higher % means a stronger effect; in the data active = a potency from the dose series; inconclusive = CPE inhibition mostly from about 3.7% at the one dose, without a potency; inactive = the rest, 99 in 100 with CPE inhibition below about 2.2%; note: strong numbers were not always called active
Rac1 GTP hydrolysis – MgcRacGAP GTPase-activating activity inhibitors, confirmation, biochemical, ADP Hunter fluorescence. one-dose inhibition, % at 30 µM; IC50 in µM for titrated hits. 340,000 tested, 0.6% active. AID 624330. MgcRacGAP-stimulated Rac1 GTP hydrolysis, ADP Hunter fluorescence; higher % means a stronger effect; GST-tagged Rac1 F28L mutant substrate;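 active = first-screen hits whose inhibition reached a set limit at any dose in the follow-up dose series; inconclusive = inhibition above the set first-screen limit but never retested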;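 note: fluorescence reports GDP produced by GAP-driven GTP hydrolysis; strong numbers were not always called active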
T cell HTS – modulates CD8 T cell binding to vesicles | 2C CD8+ T cell-vesicle binding, flow cytometry; hits give low values | calls only at 7 µM | 330,000 tested, 0.068% active;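 active = response, share of CD8 T cells binding vesicles, and their 90th percentile fluorescence all below set limits, cut at about 80% in these data, passing the limit was not always enough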
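Incubation: binding step 1.5 h, 37 °C, antibody labelling 20 min, ice; system: murine 2C transgenic CD8+ T lymphocytes; technique: cytometric PE anti-B7-1 and Alexa647 anti-CD8 signals after 1% paraformaldehyde fixation; also added: QL9-charged Drosophila Ld/ICAM-1/B7-1 vesicles; control set: naked versus QL9-loaded vesicles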
Dengue-2 NS5 capping – flavivirus cap methylation enzyme inhibition – biochemical, confirmation dose response, primary screen (AID 588689); 340,000 tested, 0.3% active; Dengue-2 NS5 methyltransferase capping enzyme assay, biochemical; higher % means a stronger effect; inhibition, % at 25 µM, or IC50 in µM where a hit was titrated; in the data active = a potency from the dose series; inconclusive = inhibition above about 29% without an active follow-up result
UTI89 phage lysis – inhibition of K1F phage lysis, E. coli UTI89, bacterial capsule biogenesis inhibitors, alamar blue (AID 488966) | 340,000 tested, 0.02% active | E. coli UTI89 K1F phage lysis, alamar blue, 2 h; higher % means a stronger effect | inhibition, % at 100 µM; hits with a dose series show IC50 in µM;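 active = phage lysis inhibition, versus mean bacterial control, above a set limit; inconclusive = no clear call, values can overlap the other calls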;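 note: capsule biogenesis inhibitors block K1F phage lysis so surviving cells raise fluorescence; higher fluorescence means more inhibition of phage lysis; actives were called in the ten point dose series up to 300 µM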
RSV CPE inhibition – RSV antiviral activity via CPE protection, HEp-2 cells, primary 10 µM value included (AID 2391); HEp-2 cells, RSV-induced CPE inhibition; higher % means a stronger effect; one-dose CPE inhibition, % at 10 µM; IC50 in µM for titrated hits; 310,000 tested, 0.13% active; in the data active = a potency from the dose series; inconclusive = CPE inhibition mostly from about 23% at the one dose, without a potency; inactive = the rest, 99 in 100 with CPE inhibition below about 21%; note: strong numbers were not always called active
T cell HTS vesicle-bound % – second read-out of T cell HTS, no call of its own (marks repeat the call); double positive events, %; measured here: CD8+ vesicle-bound cell fraction;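 binding gate set so that unloaded-vesicle control wells show 10% double positive cells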
NTR1 ag cell count 20 µM – also measured in NTR1 ag; calls as there; cell count; measured here: cell count, cytotoxicity flag
Dengue-2 NS5 capping pilot replicate – recorded beside Dengue-2 NS5 capping, whose call it bears; inhibition, %; measured here: pilot screen replicate inhibition
* marks the source's active call; other numbers are inactive results; i = inactive; ? = inconclusive; / = no result given; [ ] = remark or other dose.

SMILES	Large T inhibition	PhoP inhibition	NTR1 ag	NTR1 ag cell count 20 µM	West Nile antiviral	Rac1 GTP hydrolysis	T cell HTS	T cell HTS vesicle-bound %	Dengue-2 NS5 capping	UTI89 phage lysis	RSV CPE inhibition	others
COc1ccc(C2=Nn3c(nnc3-c3ccccc3C(F)(F)F)SC2)cc1OC1CCOC1 (centres undefined)	/	/	-1.1	60	/	4%	i	22	-2%	-1.0%	/
CCCOc1ccc(/C=N/NC(=O)C(=O)Nc2ccccn2)cc1	6%	-4%	-2.5	74	0.6%	4%	i	56	-3%	0.7%	2.1%
CC(C)Cn1c(N)c(C(=O)CSc2nnc(-c3ccco3)n2C)c(=O)n(C)c1=O	/	/	2.0	49	/	7%	i	50	-9%	-0.5%	0.5%
CCS(=O)(=O)NCCc1csc(C)n1	24%	-6%	0.4	48	0.1%	10%	i	48	-7%	1.3%	0.5%
Cc1cc(NC(=O)COC(=O)c2c(C)nn(-c3ccccc3)c2C)no1	5%	-10%	0.1	87	-0.1%	5%	i	12	4%	-0.5%	5.0%
COc1ccc(C(=O)Nc2ccc(S(=O)(=O)Nc3cc(C)nc(C)n3)cc2)cc1	5%	-9%	0.4	57	0.3%	5%	i	31	9%	-0.2%	-0.2%
O=C(N/N=C1/CCCc2ccccc21)C(c1ccccc1)c1ccccc1	-2%	-9%	5.6	42	2.3%	1%	i	53	-6%	-0.2%	-0.6%
CC(CNS(=O)(=O)c1ccc2c(c1)CC(=O)N2C)c1ccccc1 (centres undefined)	9%	-1%	2.2	53	0.1%	8%	i	29	4%	0.7%	5.5%
O=c1cc2[nH]c3ccccc3c(=O)n2nc1-c1ccccc1	9%	-13%	0.5	52	0.1%	10%	i	36	19%	0.6%	2.3%
COc1cccc(-c2nnc3n2N=C(c2cccc(Br)c2)CS3)c1	9%	-3%	0.3	98	-0.8%	4%	i	35	-4%	0.2%	0.9%	Dengue-2 NS5 capping pilot replicate=-4.4
CSc1nc(N)c2c3c(sc2n1)COC(C(C)C)C3 (centres undefined)	21%	-3%	4.2	51	-0.1%	2%	i	15	-1%	0.9%	17%
CCOC(=O)C1(Cc2ccc(OC)cc2)CCN(C(=O)c2cncs2)CC1	1%	-4%	0.3	81	-0.6%	3%	i	51	-6%	0.2%	0.7%
Cc1ccc(Cn2nnc3c(=O)n(CC(=O)NCC4CCCO4)cnc32)cc1 (centres undefined)	2%	0%	-0.6	38	-0.7%	12%	i	65	0%	1.8%	1.4%
COc1ccc(OCCSc2nc3ccccc3c(=O)[nH]2)cc1	2%	-14%	4.4	48	-1.1%	19%	i	29	-2%	0.1%	2.6%
CCOc1ccccc1Nc1cc2n(c(=O)n1)CCc1cc(OC)c(OC)cc1-2	2%	21%	1.0	88	-0.3%	5%	i	38	-8%	-0.1%	20%
COc1ccc(-c2cc(C(F)(F)F)nc(-n3cc(Cl)cn3)n2)cc1	4%	-4%	3.0	83	-0.5%	5%	i	38	-9%	0.6%	7.8%
CC(C)c1c(O)nc(SCc2ccccc2)[nH]c1=O	6%	-6%	0.4	38	0.0%	3%	i	32	-10%	0.2%	4.7%
Cc1ccc(S(=O)(=O)N(C)CC(=O)N2CCCCCC2)cc1	-1%	10%	0.8	60	-0.6%	7%	i	56	5%	-1.6%	0.5%
COc1ccc(CCNC(=O)COc2ccc3c(C)cc(=O)oc3c2)cc1	/	/	-0.5	50	/	6%	i	42	-5%	-2.0%	/
CCOP(=O)(OCC)/C(=N/OC(=O)c1ccc(OC)cc1)C(N)=O	17%	-8%	0.1	44	0.2%	-7%	i	43	-1%	-2.1%	1.2%
C[N+]1(CCC(=O)c2ccccc2)CCCCC1	11%	6%	0.4	77	0.2%	-1%	i	21	-3%	0.8%	0.1%
O=C(NCC1CCCO1)C(c1ccncc1)N(Cc1cccs1)C(=O)Cn1nnc(-c2ccc(F)cc2)n1 (centres undefined)	1%	-3%	0.9	48	-0.4%	2%	i	50	-3%	0.9%	-1.3%
COc1cc(C(C(=O)Nc2c(C)cccc2C)N(C)C(=O)c2ccc(-n3cnnn3)cc2)ccc1O (centres undefined)	12%	1%	-1.0	50	0.2%	1%	i	44	-13%	0.2%	-0.5%
CN1CCN(C(=O)c2cn(-c3ccccc3)nc2-c2cccs2)CC1	2%	0%	-0.9	77	-0.7%	9%	i	59	-4%	0.1%	1.1%
CC(C)C[C@@H](CN1C(=O)C(=O)NC[C@@H]1CC(C)C)NC(=O)Cc1ccccc1	/	/	-0.1	77	/	6%	i	11	3%	0.0%	/
CC1(C)Cc2c(cnn2-c2ccc(F)cc2)C(NC(=O)c2ccoc2)C1 (centres undefined)	-40%	-3%	0.8	58	1.5%	-9%	i	15	5%	-0.1%	-0.6%
CC(NC(=O)c1ccc(N(C)C)cc1)C(c1cccs1)N1CCN(C)CC1 (centres undefined)	1%	-1%	-0.5	53	1.4%	8%	i	12	0%	2.5%	-0.9%
CC(C)c1nnc(SCC(=O)NCCC2=CCCCC2)n1N	0%	-4%	0.1	52	0.0%	15%	/	/	13%	0.1%	0.1%
FC(F)(F)c1nnc2ccc(-n3ccnc3)nn12	0%	-3%	-0.5	49	0.2%	3%	i	40	0%	-0.7%	2.2%
CC(C)CCN1CCN(Cc2nc3ccccc3s2)CC1CCO (centres undefined)	5%	-8%	0.4	64	-0.5%	11%	i	37	4%	-0.1%	-1.5%
CCCC(CCC)C(=O)NCCN1CCOCC1	-1%	0%	-0.4	49	0.2%	8%	i	52	3%	0.2%[50 µM]	0.7%
O=C(CCS(=O)(=O)c1ccccc1)Nc1nc2ccc(F)cc2s1	8%	1%	-2.8	72	/	7%	i	29	-5%	0.0%[50 µM]	2.6%
CCCn1c(C)cc(C(=O)COc2ccc(C)nc2[N+](=O)[O-])c1C	15%	1%	0.8	33	-0.4%	14%	i	34	-4%	10%	4.5%
CCc1cccc(N(CC(=O)NCc2ccc(F)cc2)C(=O)c2csnn2)c1	4%	-7%	-0.9	42	-1.5%	1%	i	46	-1%	-0.9%	0.1%
COc1ccc(C(C)=O)cc1CSc1nnc(Nc2ccccc2C)s1	7%	-14%	4.7	59	-1.0%	8%	i	4	-2%	0.8%[50 µM]	?
CCC(=O)c1c[nH]c(C(=O)NCc2cccs2)c1	9%	-2%	-0.6	65	0.0%	8%	i	23	-11%	0.1%	-0.2%
Cc1ccccc1NC(=O)Cc1nc(COC(=O)c2ccc(C(F)(F)F)cc2)cs1	/	/	-1.8	73	/	-3%	i	33	5%	0.1%[50 µM]	0.1%
CC(C)c1cn(C2OC(COC(=O)c3ccccc3)C(OC(=O)c3ccccc3)C2OC(=O)c2ccccc2)c(=O)[nH]c1=O (centres undefined)	0%	/	1.7	96	0.1%	9%	i	47	-2%	-0.2%	2.0%
O=S(=O)(c1ccc(F)cc1)N1CCCN(Cc2c(F)cccc2F)CC1	6%	0%	-1.3	85	-1.7%	14%	i	26	-7%	1.2%[50 µM]	3.9%
O=C(NCCN1C(=O)S/C(=C\c2cccc(Cl)c2Cl)C1=O)C1=COCCO1	12%	-2%	1.8	55	0.1%	14%	i	3	3%	0.2%[50 µM]	-0.5%
COc1ccccc1/C=N/NC(=O)COCC(=O)N/N=C/c1ccccc1OC	5%	9%	1.2	34	0.7%	7%	i	49	/	0.0%	0.6%
COc1ccc(S(=O)(=O)N2CCN(C(=O)NC3CCCCC3)CC2)cc1	1%	7%	1.4	33	-0.3%	4%	i	43	1%	0.2%	1.2%
CC1(C)N=C(N)N=C(N)N1c1ccc(C(=O)O)cc1	4%	19%	/	/	/	/	i	34	/	/	-1.1%
CNC(=O)COc1coc(CN2CCN(c3ccc(OC)cc3)CC2)cc1=O	22%	-12%	-1.6	44	-0.2%	17%	i	28	-9%	0.1%	-0.4%
CCOCC(=O)Nc1ccc(C(=O)Nc2ccccc2Cl)cc1	1%	-4%	-0.7	37	-0.4%	/	i	59	/	/	4.6%
CCCOc1ccc(/C=N/NC(=O)C2CCCN2S(=O)(=O)c2ccc(Cl)cc2)cc1 (centres undefined)	5%	11%	2.1	51	0.2%	1%	i	47	-2%	1.6%	1.2%
O=C(C1Cc2ccccc2CN1C(=O)c1ccco1)N1CCN(c2ccccc2)CC1 (centres undefined)	/	/	2.7	73	/	8%	i	48	-3%	0.7%[50 µM]	3.2%
O=C(COC(=O)c1cccc([N+](=O)[O-])c1)NC1CCCC1	9%	1%	1.1	75	-0.3%	5%	i	51	2%	0.4%	0.8%
CCOC(=O)c1c(C)n(C)c2ccc(OC)c([N+](=O)[O-])c12	/	/	0.9	83	-0.6%	9%	i	56	-11%	0.1%	2.5%
COc1ccc(C)cc1NC(=O)Nc1ccncc1	23%	4%	-0.2	68	-0.9%	0%	i	68	4%	-0.2%	2.7%
Cc1ccc(CCNC(=O)CCCn2nc(C)c3c(C)n(-c4ccc(C)cc4)nc3c2=O)cc1	7%	2%	3.3	75	-0.7%	-3%	i	42	-3%	0.1%	?
COc1cc(/C=C(\C#N)C(=O)N2CCOCC2)ccc1OCc1ccccc1	-3%	3%	5.3	47	-0.5%	6%	i	23	-6%	-0.9%	2.2%
COc1ccc(N(CC(=O)N2CCc3ccccc3C2)S(C)(=O)=O)cc1OC	4%	6%	-1.0	82	-0.3%	8%	i	31	1%	0.4%	0.6%	Dengue-2 NS5 capping pilot replicate=1.4
CC1(C)Cc2c(sc(NC(=O)COc3cccc4ccccc34)c2C#N)C(C)(C)N1	7%	-12%	5.7	43	-0.2%	7%	i	3	-1%	1.0%	11%
O=C(OCCCN1C(=O)c2ccccc2C1=O)c1ccco1	1%	1%	-0.7	49	-0.2%	10%	i	38	-5%	0.2%[50 µM]	0.9%
COc1ccc(NC(=S)N2CCN(Cc3ccco3)CC2)c(OC)c1	1%	-14%	0.0	66	/	-10%	i	48	1%	-0.3%[50 µM]	1.8%

Compound activity from PubChem BioAssay.
